Giardia FBPA inh: inhibitors of Giardia lamblia fructose-1,6-bisphosphate aldolase; Potency, µM (series often up to 59.6 µM), for inactives: at the highest dose activity, negative = inhibition, hits mostly inhibitors; actives 0.71% (n = 290,000); A8B2U2; purified Giardia FBPA; further: potency means the concentration at half of the fitted maximal effect; nearly all actives have a fitted effect of over 55% in size
Target sequence (A8B2U2 whole entry, looked up): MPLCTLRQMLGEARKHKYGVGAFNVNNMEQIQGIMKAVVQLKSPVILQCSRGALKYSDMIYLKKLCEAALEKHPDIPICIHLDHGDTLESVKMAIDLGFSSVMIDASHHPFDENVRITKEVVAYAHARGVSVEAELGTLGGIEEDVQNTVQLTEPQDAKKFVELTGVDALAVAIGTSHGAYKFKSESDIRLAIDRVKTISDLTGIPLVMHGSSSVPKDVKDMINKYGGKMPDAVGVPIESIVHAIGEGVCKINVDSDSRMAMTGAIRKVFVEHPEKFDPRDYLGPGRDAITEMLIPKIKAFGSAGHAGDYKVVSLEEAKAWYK
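Giardia FBPA (40 nM reagent) was preincubated 10 min at RT with compound (up to 57.5 uM final), then substrate plus GAPDH/TPI/NAD/arsenate coupling system with diaphorase/resazurin was added; resorufin fluorescence (525/598 nm) was read after 20 min.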
AmpC detergent: blocks E. coli AmpC beta-lactamase in detergent assay | P00811 | AmpC hydrolysis of nitrocefin, absorbance 480 nm, 0.01% Triton | actives 0.041% (n = 370,000) | AID 485294 | Potency, µM (doses to about 114 µM), for the others: at the top dose activity change, negative = inhibition, usual class: inhibitors;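 further: potency means the concentration at half of the fitted maximal effect; 0% = no-compound wells and -100% = no-enzyme wells; nearly all actives have a fitted effect of over 25% in size; some results filed as inactive show a strong effect at the top dose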
Target sequence (P00811 whole entry, looked up): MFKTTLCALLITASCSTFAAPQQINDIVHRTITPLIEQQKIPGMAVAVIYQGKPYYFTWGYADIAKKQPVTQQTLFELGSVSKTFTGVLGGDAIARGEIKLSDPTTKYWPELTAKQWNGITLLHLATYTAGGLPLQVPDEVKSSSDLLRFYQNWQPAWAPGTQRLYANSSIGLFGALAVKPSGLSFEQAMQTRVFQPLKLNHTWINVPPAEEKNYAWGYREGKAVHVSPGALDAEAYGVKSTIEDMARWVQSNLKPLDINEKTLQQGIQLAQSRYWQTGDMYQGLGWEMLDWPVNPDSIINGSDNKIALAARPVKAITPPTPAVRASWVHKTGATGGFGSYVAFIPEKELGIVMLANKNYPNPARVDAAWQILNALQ
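AmpC (5.3 nM in the dispensed reagent) in 20 mM phosphate pH 7.0 with 0.01% (detergent screen) or 0.0001% Triton X-100 was preincubated with compounds for 15 min at room temperature. Nitrocefin was then added from an 800 uM solution, and hydrolysis was followed at 480 nm.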
Sm TGR inh: inhibitors of Schistosoma mansoni thioredoxin glutathione reductase; purified TGR, DTNB reduction, TNB absorbance 405 nm; Potency, µM (top dose mostly 114 µM), inactives show top-dose activity change, negative = inhibition, usual class: inhibitors; Q962Y6; AID 485364; actives 3% (n = 360,000); further: potency means the concentration at half of the fitted maximal effect; nearly all actives have a fitted effect of over 60% in size
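TGR 20 nM + NADPH 100 uM (dispensed conc.), cpd preinc 15 min RT; start with NADPH (500 uM addition) then DTNB (15 mM addition). Kinetic TNB absorbance, 405 nm filter. Four-parameter Hill fit across titration.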
HCMV antiviral: inhibitors of human cytomegalovirus; HFF cells, HCMV-luciferase reporter, 72 h; active compounds read low; activity change, negative = inhibition, % at 57.5 µM; actives 4.5% (n = 410,000); AID 1259415; in the data active means activity change below about -60%; inconclusive means no clear call, values can overlap the other calls; inactive means above about -39%
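After 16 h attachment at 37C, HFF cells received test compound and HCMV-luciferase (1 PFU/cell); reporter luminescence read 72 h later, data normalized against buffer-only and known inhibitor Salinomycin.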
AmpC no deterg: inhibitors of E. coli AmpC beta-lactamase without detergent | AmpC nitrocefin hydrolysis, absorbance 480 nm, 0.0001% Triton | actives 0.52% (n = 330,000) | Potency, µM (highest dose often 57.1 µM), inactives show top-dose activity change, negative = inhibition, most hits filed as inhibitors;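 further: potency means the concentration at half of the fitted maximal effect; plate controls were no compound for no effect and no enzyme for full effect; nearly all actives have a fitted effect of over 20% in size; some results filed as inactive show a strong effect at the top dose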
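20 mM phosphate pH 7.0 + 0.01% (detergent screen) or 0.0001% Triton X-100; 5.3 nM AmpC reagent; cpd preinc 15 min RT; nitrocefin (800 uM stock) to start; A480 q20 s × 4 min; Activity was normalised to no-enzyme and no-compound control wells.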
HCV inh: HCV inhibition | AID 651820 | Potency, µM (titrated, usually from 41.8 µM), for the others: top-dose activity change, negative = inhibition, most hits filed as inhibitors | Huh7.5.1 HCVcc-Cre infection, luciferase reporter, 44 h | actives 3.4% (n = 340,000); further: potency means the concentration at half of the fitted maximal effect
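HCVcc-Cre virus at an moi near 0.5 was added right after compound to cells cultured 4 h from seeding (1,000 cells/well). Luciferase activity was determined 44 h later, 15 min after substrate addition at RT.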
* = called active by the depositor; ? = inconclusive; nt = no result given; & = joins results of further samples; [ ] = remark or other dose. Unless noted, the call rests on the fitted dose curve; in most records, active means well fitted curve in the direction sought with a large enough effect; inconclusive means small, poorly fitted or top-dose-only effect, or another doubt; inactive means no such curve, though single readings can be large; an effect the other way counts as inactive or inconclusive. Unless noted, on the % scale 0 is the no-effect control and ±100 the full control effect.

SMILES	Giardia FBPA inh	AmpC detergent	Sm TGR inh	HCMV antiviral	AmpC no deterg	HCV inh
O=C(CN1C(=O)c2cccc3cccc1c23)NCc1ccncc1	-2%	-15%	-20%	-26	-15%	0%
CC(=O)c1ccc(NC(=O)CSc2nc3nc(C)cc(C)n3n2)cc1	0%	?	5%	29	-14%	-3%
CC(C)CCNC(=O)c1ccccc1NC(=O)C1=CSCCO1	nt	1%	3%	-11	-16%	-2%
Cc1ccccc1C(=O)N1CCC(c2nc(-c3ccc(S(=O)(=O)N4CCCC4)cc3)no2)CC1	nt	3%	-5%	-3	nt	nt
CCC(C)(C)NC(=O)CN(C(=O)c1snc(C(N)=O)c1N)c1ccc(OC)c(OC)c1	2%	0%	-2%	-17	-8%	-5%
Cc1ccccc1-c1nnc(NC(=O)c2ccc(N3C(=O)CCC3=O)cc2)s1	-1%	?	-11%	98	0%	2%
Cc1ccc(S(=O)(=O)n2ccc(-c3ccc(OCc4c(F)cccc4Cl)cc3)n2)cc1	0%	?	1%	-21	-34%	?
Cn1cc(CNC(=O)c2sc3cccc(Cl)c3c2Cl)cn1	-3%	?	2%	11	78%[activator]	?
Cc1nc(N2C(=O)C(=O)/C(=C(/O)c3ccccc3)C2c2ccco2)sc1C (configuration not stated)	-7%	1%	?	-12	-24%	15%
Cc1c(NC(=O)c2coc(=O)c(Br)c2)c(=O)n(-c2ccccc2)n1C	-10%	1%	-24%	-40	nt	5%
Cn1cc(C(=O)N2CCc3ccccc3C2)c(=O)c2cc(S(=O)(=O)N3CCCCC3)ccc21	8%	?	-6%	nt	109%[activator]	nt
CC(C)(C)C(=O)N1CCCC1C(=O)O (configuration not stated)	4%	-6%	-16%	-26	-16%	3%
Cc1ccc(C(C)(C)C)c(OCCOCCN2CCCC2)c1	-12%	-5%	-23%	-10	23%	?
CC(C)c1ccc(OCC(=O)N(Cc2ccc(N(C)C)cc2)C2CCS(=O)(=O)C2)cc1 (configuration not stated)	nt	-1%	2%	7	nt	nt
CCc1ccc2nc(N3CCN(C)CC3)c(C#N)cc2c1	-5%	-2%	11%	5	28%	-21%

Sorted by length of the SMILES (high to low): part of the list above
SMILES	Giardia FBPA inh	AmpC detergent	Sm TGR inh	HCMV antiviral	AmpC no deterg	HCV inh
CC(=O)c1ccc(NC(=O)CSc2nc3nc(C)cc(C)n3n2)cc1	0%	?	5%	29	-14%	-3%
Cc1ccc(C(C)(C)C)c(OCCOCCN2CCCC2)c1	-12%	-5%	-23%	-10	23%	?
CC(C)(C)C(=O)N1CCCC1C(=O)O (configuration not stated)	4%	-6%	-16%	-26	-16%	3%

Carrying on:
SMILES	Giardia FBPA inh	AmpC detergent	Sm TGR inh	HCMV antiviral	AmpC no deterg	HCV inh
O=C(Nc1nn[nH]n1)c1cccc([N+](=O)[O-])c1	-22%	7%	25%	3	-21%	17%
Cc1cccc(Cn2c(SCc3ccc(C(=O)NCCc4ccccc4)cc3)nc3cccnc32)c1	nt	-8%	-9%	3	nt	nt
Cc1cc(NC(=O)c2noc3c2CCCCC3)no1	4%	-14%	9%	43	-1%	14%
C/C(=N/NC(=O)c1sc(NS(=O)(=O)c2ccc(C)cc2)nc1C)c1sc(N)nc1C	6%	1%	6%	-10	-36%	12%
CC(C)c1ccc(-c2csc(NC(=O)c3cccs3)c2C(=O)O)cc1	11%	2%	0%	-23	-57%	-2%
O=C(Nc1cccnc1)C1CC(c2ccc(Cl)c(Cl)c2)=NO1 (configuration not stated)	0%	-2%	-15%	-24	-1%	-6%
O=C1NC[C@H](c2ccccc2)N(CC2CCCCC2)C1=O	-2%	-8%	10%	-8	-9%	3%
COc1ccc(CCNC(=O)c2ccccc2NC(=O)CN2CCN(c3ccccc3O)CC2)cc1	nt	-17%	-1%	4	-3%	?
Cc1cccc(N2CCN(C(=O)C3CCN(S(=O)(=O)c4cccc5cccnc45)CC3)CC2C)c1 (configuration not stated)	?	-2%	5%	29	78%[activator]	?
Cc1ccc(-c2csc(N=C(N)N)n2)c(C)c1	0%	-5%	-7%	31	-32%	12%
CCOC(=O)c1cnc(SCC(=O)Nc2ccccc2C(=O)OC)nc1N	-2%	1%	2%	-13	-3%	?
CCc1cc(C(=O)N2CCN(C(=O)c3ccccc3)CC2)sc1C	nt	-10%	0%	-14	8%	?
COc1ccc(C(=O)N2CCN(c3ccc(N4CCOCC4)nn3)CC2)cc1OC	nt	0%	-1%	-11	-1%	10%
CCC(Cn1nnc2ccccc2c1=O)NC(=O)Nc1ccccc1Cl (configuration not stated)	nt	18%	9%	1	nt	nt
O=C(c1ccc(Cl)cc1)c1oc2ccccc2c1CS(=O)(=O)c1ccccc1	-4%	?	-12%	-37	-24%	nt

Seven records picked at random from the list so far:
SMILES	Giardia FBPA inh	AmpC detergent	Sm TGR inh	HCMV antiviral	AmpC no deterg	HCV inh
CCOC(=O)c1cnc(SCC(=O)Nc2ccccc2C(=O)OC)nc1N	-2%	1%	2%	-13	-3%	?
CCc1cc(C(=O)N2CCN(C(=O)c3ccccc3)CC2)sc1C	nt	-10%	0%	-14	8%	?
Cc1ccc(-c2csc(N=C(N)N)n2)c(C)c1	0%	-5%	-7%	31	-32%	12%
Cc1cc(NC(=O)c2noc3c2CCCCC3)no1	4%	-14%	9%	43	-1%	14%
COc1ccc(C(=O)N2CCN(c3ccc(N4CCOCC4)nn3)CC2)cc1OC	nt	0%	-1%	-11	-1%	10%
CCC(Cn1nnc2ccccc2c1=O)NC(=O)Nc1ccccc1Cl (configuration not stated)	nt	18%	9%	1	nt	nt
O=C1NC[C@H](c2ccccc2)N(CC2CCCCC2)C1=O	-2%	-8%	10%	-8	-9%	3%

Next part:
SMILES	Giardia FBPA inh	AmpC detergent	Sm TGR inh	HCMV antiviral	AmpC no deterg	HCV inh
O=C(C1CC1)N1CCN(c2ccc(F)cc2)CC1	1%	?	-17%	-25	-9%	10%
Cc1cccc(CN2CC=C(c3noc(CCC(=O)Nc4ccc(C)c(F)c4)n3)CC2)c1	nt	21%	8%	-13	nt	nt
Cc1ccc(NC(=O)CCC(=O)N/N=C/c2cccnc2)cc1	-6%	?	2%	-16	0%	19%
O=C(Nc1ccc(O)cc1)c1cc(S(=O)(=O)N2CCCC2)ccc1Cl	1%	?	-10%	-97*	-16%	-25%
COCCNCc1ccccc1	7%	-10%	3%	7	-18%	11%
Cc1ccc(Sc2cc(C(=O)NCCN(C)C)c3ccccc3n2)cc1	5%	-10%	-21%	-38	34%	-24%
COc1cc(NC(=O)c2ncn[nH]2)cc(OC)c1OC	-1%	-3%	-23%	48	-12%	5%
COc1c(F)cccc1C1=CC(=O)C[C@H](c2ccc3c(c2)OCO3)C1	nt	0%	2%	10	-18%	?
NS(=O)(=O)c1ccc(CCNC(=O)c2ccc([N+](=O)[O-])s2)cc1	-20%	-8%	?	-100*	-23%	?
Cc1ccc(CNC(=O)c2ccc(-c3nc(CN4CCc5ccccc54)c(C)o3)cc2)cc1	nt	-3%	0%	22	nt	nt
CCOCCCNC(=O)C1CCCN(Cc2nc(-c3ccc(CC)cc3)oc2C)C1 (configuration not stated)	nt	21%	5%	-8	nt	nt
COc1cc2c(cc1OC)CN(C(=O)c1sccc1C)CC2	1%	0%	4%	-9	-8%	7%
Cn1c(=O)oc2cc(S(=O)(=O)N3CCCC(C(=O)N4CCN(c5ccc(Cl)cc5)CC4)C3)ccc21 (configuration not stated)	nt	5%	1%	-8	nt	nt
COC(=O)c1ccc(CC(C(=O)c2ccccc2)N(C)C)cc1 (configuration not stated)	6%	-7%	-23%	45	-19%	3%
COc1cccc(CNC(=O)C(=O)NCCc2ccc(OC)c(OC)c2)c1	5%	-10%	-7%	?	-2%	-5%

Single records (already shown). Order of screens: Giardia FBPA inh | AmpC detergent | Sm TGR inh | HCMV antiviral | AmpC no deterg | HCV inh
Results for COC(=O)c1ccc(CC(C(=O)c2ccccc2)N(C)C)cc1 (configuration not stated) : 6% | -7% | -23% | 45 | -19% | 3%
Results for O=C(C1CC1)N1CCN(c2ccc(F)cc2)CC1 : 1% | ? | -17% | -25 | -9% | 10%

(further entries)
SMILES	Giardia FBPA inh	AmpC detergent	Sm TGR inh	HCMV antiviral	AmpC no deterg	HCV inh
O=C(NCCN1CCCC1)c1ccc(Cn2c(=S)[nH]c3cc4c(cc3c2=O)OCO4)cc1	11%	?	0%	19	11%	?
CCc1ccc2c(c1)c1nnc(NN)nc1n2C	-12%	9%	-14%	15	14%	-25%
Cc1ccc(S(=O)(=O)N2CCN(Cc3ccccn3)CC2)cc1	?	4%	2%	27	-12%	1%
COCCN=C1N[C@@H](c2cccc(C(F)(F)F)c2)C(C(=O)OC)=C(C)N1Cc1ccccc1	-4%	?	1%	-6	67%[activator]	39%[activator]
COc1ccc(S(=O)(=O)N2CCN(C(=S)Nc3ccc(S(N)(=O)=O)cc3)CC2)cc1	-11%	4%	4%	31	-20%	nt
CCOc1ccc(NS(=O)(=O)c2cc(C(=O)N(CC)CC(=O)NCc3cccs3)ccc2C)cc1	nt	?	-3%	-28	-12%	?
COCCn1c(SCC(=O)c2ccccc2)nc2c(c1=O)SC(C)C2 (configuration not stated)	5%	-8%	-23%	-28	4%	-27%
CCOc1ccccc1NC(=O)CSc1nc2ccccc2c(=O)n1CC1CCCO1 (configuration not stated)	5%	-7%	-12%	-38	59%	-22%
Cc1ccc(C)c(N2CCN(CCCNC(=O)Cn3c(-c4cccs4)cc4ccccc43)CC2)c1	nt	-6%	-1%	?	nt	nt
CC1CCN(S(=O)(=O)c2ccc3c(c2)C(=NO)c2cc(S(=O)(=O)N4CCC(C)CC4)ccc2-3)CC1	10%	?	10%	-99*	-38%	2µM*
Cc1ccc2c(c1)C(=O)C(=O)N2CCOc1ccccc1	-8%	-11%	nt	-73*	-26%	?
COc1ccc(-c2nc(=S)n3ccsc3n2)cc1OC	-7%	-4%	2%	6	-7%	-8%
CC(=O)Nc1ccc(S(=O)(=O)NC2(C(F)(F)F)N=C(c3ccccc3)NC2=O)cc1 (configuration not stated)	-14%	-2%	1%	-1	-14%	5%
C=CCN(C(=O)c1ccc(Cl)cc1)c1ccccc1C(=O)NCC(=O)O	2%	1%	5%	22	2%	5%
CCCC(=O)N(C)C1=Nc2ccc(Cl)cc2C(c2ccccc2)=[N+]([O-])C1	-9%	-7%	3%	9	120%[activator]	-5%
COc1ccc(-c2cc(=O)c3c(O)cc(O)cc3o2)cc1	5%	-6%	-2%	14	-35%	13µM*
O=C(Cn1ncc(Cl)c(Cl)c1=O)NC1CCCCC1	nt	7%	25µM*	0	-18%	2.8µM*
COc1ccc2[nH]c3c(c2c1)CCN1C(=O)C(CC(=O)NCc2ccco2)C[C@H](C(=O)N2CCOCC2)[C@@]31C (some centres not stated)	nt	nt	nt	37	18%	-14%
Cc1nc(N2CCN(Cc3ccccc3)CC2)nc2c1CCC2	0%	1%	-2%	?	212%[activator]	?
CS(=O)(=O)N(CC(=O)NCc1ccccc1)C1CCCCC1	3%	3%	-2%	18	-17%	15%
COCCN=C1N[C@@H](c2ccc(Br)cc2)C(C(=O)OC)=C(C)N1Cc1ccccc1	-1%&-1%	?	15%&-16%	-25	-13%&66%	3.5µM*

Compound activity: PubChem BioAssay, National Center for Advancing Translational Sciences (NCATS)
